XIAP antagonists: small molecules displacing peptide from XIAP – biochemical, IAP family, fluorescence polarization (AID 1018); XIAP BIR domain, fluorescence polarization peptide displacement; higher % means a stronger effect; one-dose displacement, % at 20 µM; IC50 in µM for titrated hits; 200,000 compounds, 0.007% hits; in the data active = displacement above about 50%; also: a part of the inactive calls stands beside numbers as strong as those of hits
LYP inhibition: PTPN22 lymphoid phosphatase activity blockers – biochemical, fluorescence intensity, uHTS (AID 1779). recombinant LYP phosphatase, fluorescence intensity; higher % means a stronger effect. inhibition, % at 11.5 µM, or IC50 in µM where a hit was titrated. 290,000 compounds, 0.054% hits;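 also: plate controls were vehicle with enzyme for no effect and no enzyme for full effect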
M1AAP inhibition: P. falciparum M1AAP inhibitors, biochemical, fluorogenic H-Leu-NHMec substrate, 1536-well (AID 1445); recombinant M1AAP, H-Leu-NHMec fluorogenic kinetic assay; higher % means a stronger effect; one-dose inhibition, % at 30 µM; IC50 in µM for titrated hits; 220,000 compounds, 0.42% hits;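 active = primary inhibition above the hit cutoff, then over 50% inhibition at one or more dose response concentrations, cut at about 23% in these data, passing the limit was not always enough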;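 also: plate controls were DMSO full reaction for no effect and no enzyme background for full effect; strong numbers were not always called active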
SIAH1 antagonists: blockers of Siah-1 interaction with plectin peptide – biochemical, fluorescence polarization, rhodamine-plectin, uHTS, primary screen (AID 1817). Siah-1 / rhodamine-plectin peptide fluorescence polarization; higher % means a stronger effect. displacement, % at 20 µM, or IC50 in µM where a hit was titrated. 290,000 compounds, 0.02% hits;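 active = displacement of at least 50% at 20 µM, with a fluorescence ratio check between 0.3 and a set limit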;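 also: plate controls were Siah plus tracer with DMSO for no effect and tracer alone without Siah for full effect; strong numbers were not always called active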
Hep lipid drop: hepatic lipid droplet formation modulation; AML12 mouse hepatocytes, oleate lipid droplets, BODIPY imaging; inhibition, % at 6.5 µM; 240,000 compounds, 0.4% hits;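 active = lipid droplet intensity inhibited by at least 50%, with more than 500 cells counted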
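material = mouse AML12 hepatocyte cell line, fixed after treatment | also added = 100 µM oleic acid challenge | doses = compound at 6.5 µM only | schedule = overnight exposure | technique = Image-based BODIPY and DAPI two-channel analysis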
P. falciparum M17LAP: P. falciparum M17LAP inhibitors, primary screen, biochemical, fluorogenic H-Leu-NHMec substrate, 1536-well (AID 1619); recombinant M17LAP, H-Leu-NHMec fluorogenic kinetic assay; higher % means a stronger effect; one-dose inhibition, % at 30 µM; IC50 in µM for titrated hits; 220,000 compounds, 0.38% hits;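 active = compound inhibiting the enzyme by more than half at any dose during confirmatory dose-response retesting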;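 also: plate controls were full reaction with DMSO carrier for no effect and no enzyme background for full effect; strong numbers were not always called active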
AID2073: inhibitors of Mint1-CaV2.2 protein interaction, biochemical, HTRF (AID 2073). 290,000 compounds, 0.19% hits. inhibition, % at 20 µM; hits with a dose series show IC50 in µM. HTRF protein-protein interaction, Mint1-CaV2.2; higher % means a stronger effect; in the data active = inhibition mostly above about 51%, no sharp cut-off; also: some results filed as inactive read as strong as hits
ER stress rescue: rescue of cells from ER stress-induced death, primary screen, 384-well, CSM14.1, thapsigargin, ATP luminescence (AID 1222) | CSM14.1 thapsigargin-induced death rescue, ATP luminescence; higher % means a stronger effect | cellular ATP content (survival), % at 20 µM, or EC50 in µM where a hit was titrated | 190,000 tested, under 10 active;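 active = EC50 below 50 µM in the dose-response confirmation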;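 also: death triggered by thapsigargin at about 15 µM added after 2 h compound pretreatment; cell ATP read after overnight thapsigargin exposure of roughly 18 to 22 hours; normalized against plate controls of thapsigargin alone and 5% DMSO vehicle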
HEK293 NOD2/NF-kB: inhibition of NOD2-driven NF-kB reporter – cell-based, luminescence, uHTS, HEK293 (AID 1566); HEK293 NOD2/NF-kB luciferase reporter, luminescence; higher % means a stronger effect; one-dose inhibition, % at 4 µM; EC50 in µM for titrated hits; 290,000 compounds, 0.63% hits; also: many of its hits are not listed in these tables
Hep lipid drop cells 6.5 µM: further read-out of Hep lipid drop, marked with its call; cell count; measured here: cell count, cytotoxicity flag;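 cells counted across two imaged fields per well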
The depositor's hits bear a star; . = not tested or not shown. Rule as the data show it, unless noted: active = inhibition above about 50%; inactive = the rest. The list is partial; the hit share may differ from the screen's.

SMILES	XIAP antagonists	LYP inhibition	M1AAP inhibition	SIAH1 antagonists	Hep lipid drop	Hep lipid drop cells 6.5 µM	P. falciparum M17LAP	AID2073	ER stress rescue	HEK293 NOD2/NF-kB
N=C(N)c1c(O)n(C2CCCCC2)c(=O)n(C2CCCCC2)c1=O	-16%	6%	1%	0%	-2	628	-2%	4%	-2.4%	16%
CN1C(=O)C(Cc2nc3ccccc3c(=O)n2-c2ccccc2)c2ccccc21 (stereo not drawn)	-2.5%	-5%	8%	4%	.	.	5%	0%	13%	8%
O=c1c2ccccc2nc(-c2ccco2)n1-c1cccnc1	-0.1%	-3%	-1%	-6%	.	.	4%	0%	-0.3%	-4%
CN1CCc2nc3sc(C(=O)NC(C)(C)C)c(N)c3cc2C1	-0.2%	-8%	6%	0%	.	.	-2%	-43%	-0.5%	3%
CCOC(=O)C(O)(c1ccc(N)c(OC)c1)C(F)(F)F (stereo not drawn)	-1.1%	-6%	1%	1%	.	.	-7%	4%	-1.1%	-14%
COC(=O)CCCNC(=O)CN1CC(c2ccccc2)CC1=O (stereo not drawn)	0.1%	0%	6%	3%	.	.	-8%	4%	-0.9%	-14%
Cc1ccc(CN(Cc2ccccc2)C(=S)NCC(=O)N2CCC3(CC2)OCCO3)o1	-13%	2%	-2%	-5%	33	700	-21%	-8%	.	-1%
CN(C)CP(=O)(Nc1ccccc1)N(C)C (stereo not drawn)	-0.9%	-12%	1%	6%	.	.	4%	1%	2.4%	8%
CCOc1cc(C=C2C(=O)NC(=O)NC2=O)ccc1OS(=O)(=O)c1ccccc1	-2.6%	-5%	20%	3%	21	727	15%	3%	-0.4%	4%
COc1ccc(C2=NCC(=O)N(CC(=O)NCc3ccco3)c3sc4c(c32)CCCC4)cc1	-2.4%	-8%	10%	2%	.	.	4%	2%	0.7%	6%
Cc1cc(O)c2c(C)c(CC(=O)N3C[C@H]4C[C@@H](C3)c3cccc(=O)n3C4)c(=O)oc2c1	.	-4%	.	-2%	-2	853	.	23%	.	12%
COc1ccc(C2NCc3ccc4c(c3-n3cccc32)OCO4)cc1OC (stereo not drawn)	-2.2%	-10%	13%	-1%	.	.	0%	-9%	-0.4%	15%
CC(C)OP(=O)(O)NC(=O)c1ccccc1	-6.6%	0%	1%	0%	3	702	-1%	14%	-1.0%	-18%
O=C(O)C(O)(c1ccccc1)C1CCCCC1 (stereo not drawn)	.	-9%	.	-2%	0	837	.	-9%	.	7%
CC/C(=N\N1CCN(C)CC1)c1c(O)[nH]c(=O)[nH]c1=O	-17%	0%	11%	11%	-9	639	3%	-6%	2.6%	-4%
CCc1c(-c2ccccc2)nc2ccccc2c1C(=O)N1CCC2(CC1)OCCO2	.	-8%	.	-4%	-4	677	.	6%	.	8%
CSCCC(N=Cc1c(O)n(-c2ccc(F)cc2)c(=O)[nH]c1=O)C(=O)OC(C)(C)C (stereo not drawn)	-16%	-3%	13%	-5%	14	788	5%	0%	-1.4%	0%
CC(=O)Nc1ccc(OC(=O)N2CCCCC2)cc1	0.5%	-6%	-2%	-1%	6	789	6%	-3%	-2.4%	10%
Cn1c(O)c(C=NC2CCN(Cc3ccccc3)CC2)c(=O)[nH]c1=O	.	-4%	3%	-4%	13	648	-14%	3%	.	4%
O=P(CN1CCN(c2ccccc2)CC1)(N1CCCCC1)N1CCCCC1	-4.0%	-8%	4%	2%	.	.	-11%	0%	1.1%	7%
Cc1ccc(CN2CCN(Cc3ccccc3)CC2)cc1	-8.9%	-4%	9%	12%	6	740	-17%	2%	1.0%	-4%
CC(=O)c1cn(CCCOc2ccccc2)c2ccccc12	-4.1%	-4%	4%	-3%	0	638	-6%	5%	9.3%	13%
O=c1[nH]c(=O)n(Cc2ccco2)c(O)c1C=NCCCn1ccnc1	-9.2%	1%	-7%	3%	4	681	0%	-1%	.	12%
CCOP(=O)(OCC)C(NC(=O)Cc1ccccc1)C(Cl)(Cl)Cl (stereo not drawn)	-1.9%	-2%	-1%	13%	-3	687	-4%	-9%	0.5%	3%
O=C1Nc2cc(C(=O)N3CCC4(CC3)OCCO4)ccc2NC1CSCc1cccc(F)c1 (stereo not drawn)	.	-5%	.	-3%	-2	773	.	8%	.	7%

Grouped by structure: those above containing fluorine
SMILES	XIAP antagonists	LYP inhibition	M1AAP inhibition	SIAH1 antagonists	Hep lipid drop	Hep lipid drop cells 6.5 µM	P. falciparum M17LAP	AID2073	ER stress rescue	HEK293 NOD2/NF-kB
CCOC(=O)C(O)(c1ccc(N)c(OC)c1)C(F)(F)F (stereo not drawn)	-1.1%	-6%	1%	1%	.	.	-7%	4%	-1.1%	-14%
CSCCC(N=Cc1c(O)n(-c2ccc(F)cc2)c(=O)[nH]c1=O)C(=O)OC(C)(C)C (stereo not drawn)	-16%	-3%	13%	-5%	14	788	5%	0%	-1.4%	0%
O=C1Nc2cc(C(=O)N3CCC4(CC3)OCCO4)ccc2NC1CSCc1cccc(F)c1 (stereo not drawn)	.	-5%	.	-3%	-2	773	.	8%	.	7%

Additional records.
SMILES	XIAP antagonists	LYP inhibition	M1AAP inhibition	SIAH1 antagonists	Hep lipid drop	Hep lipid drop cells 6.5 µM	P. falciparum M17LAP	AID2073	ER stress rescue	HEK293 NOD2/NF-kB
Cc1cc(=O)n(-c2ccccc2)n1-c1ccccc1	-5.4%	-5%	-5%	-2%	19	645	0%	-7%	18%	25%
CCN(CC)CCOC(=O)C(O)(c1ccccc1)c1ccccc1	-9.7%	-4%	.	-3%	-16	734	8%	7%	-3.7%	19%
CCCC[N+]1(C)[C@@H]2CC(OC(=O)[C@H](CO)c3ccccc3)C[C@H]1[C@@H]1O[C@@H]12 (stereo partly drawn)	1.9%	-4%	-6%	0%	6	685	-3%	4%	0.9%	-5%
COc1ccc(Br)cc1CN1CCN(C(=O)Cc2ccccc2)CC1	-2.9%	-9%	-3%	-3%	-6	764	7%	-1%	-0.8%	19%
Cc1ccc(C2N3CCCN23)cc1 (stereo not drawn)	.	-5%	3%	3%	13	681	4%	24%	.	14%
Oc1c(Cl)cc(Cl)cc1CN1CCN(Cc2ccccc2)CC1	-5.6%	-5%	8%	-1%	.	.	0%	10%	-1.3%	-9%
O=C(c1ccc2c(c1)ncn2C1CCCCC1)N1CCC2(CC1)OCCO2	-2.4%	-6%	1%	-1%	.	.	11%	1%	-0.1%	-24%
C=CCn1c(O)c(C(CC)=Nc2ccccc2NC(C)=O)c(=O)[nH]c1=O	-2.2%	2%	-5%	2%	0	662	1%	-1%	-2.1%	10%
CC(=O)c1ccc(OC(NC(=O)Cc2ccccc2)C(Cl)(Cl)Cl)cc1 (stereo not drawn)	-2.2%	-1%	0%	3%	.	.	22%	-6%	0.5%	25%
C[C@]12CC[C@@H](O)C[C@@H]1CC[C@@H]1[C@@H]2CC[C@]2(C)C(=O)CC[C@@H]12	-0.2%	-2%	-3%	-1%	-10	700	-3%	1%	-0.1%	-1%
O=c1[nH]c(=O)n(Cc2ccccc2)c(O)c1/C=N/Nc1c(F)c(F)c(F)c(F)c1F	.	-8%	0%	12%	-13	626	-1%	1%	.	3%
COc1ccccc1N(CC(=O)NC1CCCC1)C(=O)c1cnn(C(C)C)c1	-0.2%	-4%	0%	7%	-4	682	3%	-4%	-2.5%	-3%
Cc1ccccc1NC(=O)CCl	.	-5%	-5%	9%	3	729	-7%	-5%	.	-8%
CCOC(=O)C(O)(c1ccc(N=Cc2ccccc2O)c(C)c1)C(F)(F)F (stereo not drawn)	-0.9%	-5%	0%	-4%	12	643	-11%	2%	-1.1%	7%
Cn1c(N2CCNCC2)nc2ccccc21	0.3%	-1%	-2%	0%	2	708	-7%	13%	-0.4%	-1%
CCC(=NCCC(c1ccccc1)c1ccccc1)c1c(O)[nH]c(=O)[nH]c1=O	-2.5%	2%	-2%	-1%	-2	639	-13%	-2%	6.4%	14%
O=C1NC(=O)N(c2ccccc2)C(=O)/C1=C\c1ccccc1[N+](=O)[O-]	.	-1%	12%	-2%	17	746	29%	25%	.	1%
Cc1cc(OC(=O)N(C)C)n(-c2ccccc2)n1	.	2%	-2%	-2%	-2	721	-1%	18%	.	9%
Cn1cc(C(=O)NC2CC2)c2ccccc21	.	-8%	.	6%	0	842	.	14%	.	1%
CC1CN=C(Nc2ccc(N(C)C)cc2)S1 (stereo not drawn)	-4.9%	-8%	3%	4%	.	.	7%	-18%	1.2%	-7%
CC(CN(C)C1CCN(C)CC1)c1ccccc1 (stereo not drawn)	.	-5%	.	2%	-4	773	.	-1%	.	-41%
COc1ccc(-n2c(Cc3cccc([N+](=O)[O-])c3)nc3ccccc3c2=O)cc1	-4.1%	-4%	7%	5%	-11	652	-10%	12%	1.2%	1%
COc1c(/C=C2/C(=O)NC(=O)N(C)C2=O)c(CCN(C)C(=O)c2ccccc2)cc2c1OCO2	.	-5%	.	11%	.	.	.	11%	.	5%
CC(C)NCC(O)c1ccc(C2CCCC2)cc1 (stereo not drawn)	-0.1%	-5%	1%	1%	0	703	5%	-5%	-1.3%	8%
Cc1ccc(S(=O)(=O)NP(=O)(Oc2ccccc2)Oc2ccccc2)cc1	-4.8%	-6%	11%	-2%	-1	769	54%	6%	-0.8%	11%
O=C(c1ccc2c(c1)ncn2-c1ccc(F)cc1F)N1CCC2(CC1)OCCO2	-4.4%	-1%	4%	-1%	0	708	-12%	6%	-0.3%	0%
O=C1CSC2(CN3CCC2CC3)N1 (stereo not drawn)	0.6%	-3%	0%	3%	5	711	5%	-4%	-1.0%	-5%
O=C(CN1CCCCC1)Nc1ccc(Br)cc1C(=O)c1ccccc1Cl	-1.5%	-1%	12%	0%	.	.	0%	4%	0.1%	9%
CC(C)(C)n1cc(C(=O)c2ccccc2)cc1-c1ccccc1	.	-1%	1%	5%	6	862	-4%	12%	.	-3%

For convenience, part of the list above:
SMILES	XIAP antagonists	LYP inhibition	M1AAP inhibition	SIAH1 antagonists	Hep lipid drop	Hep lipid drop cells 6.5 µM	P. falciparum M17LAP	AID2073	ER stress rescue	HEK293 NOD2/NF-kB
CCOC(=O)C(O)(c1ccc(N=Cc2ccccc2O)c(C)c1)C(F)(F)F (stereo not drawn)	-0.9%	-5%	0%	-4%	12	643	-11%	2%	-1.1%	7%
Cn1c(N2CCNCC2)nc2ccccc21	0.3%	-1%	-2%	0%	2	708	-7%	13%	-0.4%	-1%
CCC(=NCCC(c1ccccc1)c1ccccc1)c1c(O)[nH]c(=O)[nH]c1=O	-2.5%	2%	-2%	-1%	-2	639	-13%	-2%	6.4%	14%
O=C1NC(=O)N(c2ccccc2)C(=O)/C1=C\c1ccccc1[N+](=O)[O-]	.	-1%	12%	-2%	17	746	29%	25%	.	1%
Cc1cc(OC(=O)N(C)C)n(-c2ccccc2)n1	.	2%	-2%	-2%	-2	721	-1%	18%	.	9%

Source: PubChem BioAssay (several laboratories)
